Source: PubChem BioAssay
TRPV1 agonist = activates the human vanilloid receptor TRPV1; activation, % at 8.33 µM; Q8NER1; 0.19% of 320,000 active; AID 540275; TRPV1-expressing cells, Fluo-8 calcium influx, agonist mode; in the data active = activation above about 80%; inconclusive = between about 30% and that limit; note: 0% is about no effect
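TRPV1-expressing cells were cultured overnight at 35.5C and loaded with Fluo-8 calcium dye for 40 to 90 min at room temperature. After a 10 s baseline, compound was added and calcium influx was read kinetically for 3 min (ex 480/em 520 nm).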
RORgamma inh = blocks mouse ROR gamma transcriptional activity | P51450 | AID 2551 | Drosophila S2 Gal4-RORgamma UAS-luciferase reporter, 20 h | 5.4% of 310,000 active | Potency, µM (doses to about 53.6 µM), for the others: top-dose activity change, negative = inhibition, actives largely listed as inhibitors; note: potency is the fitted concentration of half-maximal effect; % is set by controls: 0 for no effect and ±100 for the full control effect; nearly all actives have a fitted effect of over 60% in size
Target sequence (P51450 whole entry, looked up, the tested form may be a part): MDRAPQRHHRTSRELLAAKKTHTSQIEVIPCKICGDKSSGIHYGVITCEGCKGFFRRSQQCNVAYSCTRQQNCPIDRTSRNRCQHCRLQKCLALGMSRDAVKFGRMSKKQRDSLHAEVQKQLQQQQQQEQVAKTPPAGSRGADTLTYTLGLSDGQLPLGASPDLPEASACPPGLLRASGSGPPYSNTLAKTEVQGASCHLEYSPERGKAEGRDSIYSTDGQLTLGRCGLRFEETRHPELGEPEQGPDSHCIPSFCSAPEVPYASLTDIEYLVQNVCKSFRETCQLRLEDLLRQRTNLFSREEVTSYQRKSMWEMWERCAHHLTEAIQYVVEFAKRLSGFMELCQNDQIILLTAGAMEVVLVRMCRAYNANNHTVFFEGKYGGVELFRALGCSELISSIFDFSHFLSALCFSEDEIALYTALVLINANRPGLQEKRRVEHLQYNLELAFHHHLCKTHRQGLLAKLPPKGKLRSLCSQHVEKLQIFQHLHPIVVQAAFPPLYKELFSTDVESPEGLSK
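Using a luciferase readout, inhibitors were identified by reduced reporter activity in Drosophila cells coexpressing a copper-inducible Gal4–ROR gamma fusion and UAS-driven Photinus luciferase, incubated 20 hr after 700 uM copper sulfate.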
p53 reactivation = re-activators of mutant p53; H1299 p53-A138V BP100-luciferase reporter, luminescence, 24 h; 0.063% of 320,000 active; Potency, µM (doses to about 92.2 µM), for inactives: at the top dose activity change, positive = activation, hits mostly activators; AID 504706; note: potency is the fitted concentration of half-maximal effect; % of control where 0% means no effect; nearly all actives have a fitted effect of over 45% in size
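p53-null H1299 cells stably carrying temperature-sensitive p53-A138V and a BP100-luciferase reporter were pinned with compounds (4-point, 1:5 series) and held 24 hrs at 37 deg C. Luminescence was read 10 min after detection reagent.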
FLuc modulator = inhibits or activates purified firefly luciferase, miR-21 counter-screen. purified FLuc, Km substrates, luminescence inhibition. Potency, µM (top dose mostly 57.5 µM), for inactives: top-dose activity change, negative = inhibition, most hits filed as inhibitors. P08659. 6.9% of 360,000 active;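 note: potency is the fitted concentration of half-maximal effect; plate controls were vehicle for no effect and reference inhibitor for full effect; nearly all actives have a fitted effect of over 55% in size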
Target sequence (P08659 whole entry, looked up): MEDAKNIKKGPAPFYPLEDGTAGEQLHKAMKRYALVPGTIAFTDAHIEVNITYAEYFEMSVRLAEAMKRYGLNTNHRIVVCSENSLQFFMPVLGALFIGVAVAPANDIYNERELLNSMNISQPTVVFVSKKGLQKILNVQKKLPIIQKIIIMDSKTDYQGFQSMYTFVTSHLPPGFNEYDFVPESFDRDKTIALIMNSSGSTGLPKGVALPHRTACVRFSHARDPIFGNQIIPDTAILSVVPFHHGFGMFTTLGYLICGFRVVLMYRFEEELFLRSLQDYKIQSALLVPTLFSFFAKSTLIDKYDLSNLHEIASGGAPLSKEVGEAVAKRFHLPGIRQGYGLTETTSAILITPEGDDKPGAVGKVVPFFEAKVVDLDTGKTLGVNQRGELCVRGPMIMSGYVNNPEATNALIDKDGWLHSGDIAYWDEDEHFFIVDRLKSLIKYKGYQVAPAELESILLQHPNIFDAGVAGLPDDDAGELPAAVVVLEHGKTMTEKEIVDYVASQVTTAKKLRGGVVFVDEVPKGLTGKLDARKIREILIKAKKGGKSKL
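Purified P. pyralis luciferase, 10 nM final, with Km-level 10 uM D-luciferin and 10 uM ATP in 50 mM Tris acetate pH 7.5, 10 mM Mg acetate, 0.01% Tween-20, 0.05% BSA; 6-point qHTS titration about 60 µM downward; luminescence read.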
Rab9 promoter act = activates the Rab9 promoter | Huh7 Rab9 promoter-luciferase reporter, luminescence, 24 h | Potency, µM (titrated, usually from 9.22 µM), inactives show top-dose activation, negative = inhibition, usual class: activators | 2.8% of 320,000 active; note: potency is the fitted concentration of half-maximal effect; % of control where 0% means no effect; nearly all actives have a fitted effect of over 60% in size
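Steps: seed 1500 Huh7 Rab9-luc cells per well, rest 2 h at 37 °C; add compound in DMSO; incubate 24 h; add luciferase reagent, 10 min ambient; read luminescence.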
BRCA1 expr up = increases BRCA1 expression; MCF7-BRCA1-FFLuc reporter, luminescence, 48 h; response scale: scaled: vehicle 0%, 10 µM genistein 100%; Potency, µM (doses to about 46.1 µM), without a hit: at the highest dose activation, usual class: activators; 1.1% of 380,000 active; AID 624202; note: potency is the fitted concentration of half-maximal effect; nearly all actives have a fitted effect of over 80% in size; some results filed as inactive show a strong effect at the top dose
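48 h compound treatment of MCF7-BRCA1-FFLuc cells (phenol-red free MEM, 37 °C), then 15 min with luciferase substrate and luminescence imaging.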
ELG1 genotox = inducers of genotoxicity in HEK293T ELG1-luciferase cells | HEK293T ELG1-luciferase reporter, luminescence, 16 h | Potency, µM (top dose mostly 46 µM), for the others: top-dose activity change, positive = activation, most hits filed as activators | 1.3% of 330,000 active | AID 504466; note: potency is the fitted concentration of half-maximal effect; % of control where 0% means no effect; nearly all actives have a fitted effect of over 60% in size
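Step 1: seed 2,000 HEK293T ELG1-luciferase cells per well. Step 2: add compound or DMSO, incubate 16 hr at 37 °C. Step 3: ONE-Glo, 30 min at room temperature, read luminescence.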
NPC1 promoter act = NPC1 promoter activation | Huh7 NPC1 promoter luciferase reporter, 24 h | Potency, µM (titrated, usually from 9.22 µM), for the others: at the top dose activation, usual class: activators | 2.4% of 320,000 active | AID 485313;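 note: potency is the fitted concentration of half-maximal effect; % of control where 0% means no effect; nearly all actives have a fitted effect of over 60% in size; reporter is driven by a mutant NPC1 promoter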
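Stable NPC1-promoter luciferase Huh7 line; cpd (DMSO) 24 h, 37 °C, 5% CO2; Amplite luciferase reagent 10 min RT; luminescence readout. qHTS format.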
ELG1 DNA repair = blocks ELG1-dependent DNA repair in HEK293T cells. HEK293T ELG1-luciferase reporter, luminescence, 16 h; DNA damage induced by 5-fluorouridine. Potency, µM (titrated, usually from 46.1 µM), inactives show at the top dose activity change, negative = inhibition, hits mostly inhibitors. 2.3% of 330,000 active. AID 504467; note: potency is the fitted concentration of half-maximal effect; % is set by controls: 0 for no effect and ±100 for the full control effect; nearly all actives have a fitted effect of over 55% in size
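5-Fluorouridine DNA damage + compound/DMSO, 2,000 cells/well, 16 h, 37 °C/5% CO2. ONE-Glo, 30 min RT, luminescence. Readout = decrease in reporter signal.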
Tb PFK block = blocks T. brucei phosphofructokinase; T. brucei PFK, ADP-Glo luminescence; Potency, µM (top dose mostly 57.5 µM), without a hit: at the top dose activity, negative = inhibition, most hits filed as inhibitors; 0.17% of 330,000 active; AID 485367;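 note: potency is the fitted concentration of half-maximal effect; 0% = uninhibited 1x PFK enzyme wells and -100% = no-enzyme wells; nearly all actives have a fitted effect of over 60% in size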
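ADP-Glo luminescence quantified ADP after 45 min at room temperature, with 1.25 nM T. brucei PFK, 0.1 mM ATP and 0.5 mM fructose-6-phosphate in pH 8.0 TEA buffer. qHTS titrations up to 57 µM; curves classified by quality.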
VP16 counter = inhibits Gal4-VP16 luciferase reporter, ROR gamma counter-screen; Potency, µM (highest dose often 53.6 µM), for inactives: top-dose activity, negative = inhibition, most hits filed as inhibitors; 3.5% of 310,000 active; Drosophila S2 Gal4-VP16 UAS-luciferase, luminescence, 20 h;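 note: Gal4-VP16 expression switched on by copper sulfate through the metallothionein promoter; potency is the fitted concentration of half-maximal effect; % is set by controls: 0 for no effect and ±100 for the full control effect; nearly all actives have a fitted effect of over 50% in size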
Active calls of the source: *; ? = inconclusive; / = not tested or not shown; & = joins results of further samples; [ ] = remark or other dose. Unless noted, calls come from the whole dose curve; as a rule, active = well fitted curve in the direction sought with a large enough effect; inconclusive = small, poorly fitted or top-dose-only effect, or another doubt; inactive = no such curve, though single readings can be large; an effect the other way counts as inactive or inconclusive.

smiles	VP16 counter	RORgamma inh	p53 reactivation	ELG1 genotox	TRPV1 agonist	NPC1 promoter act	FLuc modulator	Tb PFK block	ELG1 DNA repair	BRCA1 expr up	Rab9 promoter act
NC(=O)c1nn(-c2ccccc2)nc1N	4%	3%	5%	3%	-5	-1%	-10%	3%	12%	20%	1%
CCn1c(CSc2nnc(-c3ccncc3)n2C)nc2cc(C(=O)O)ccc21	1%	-2%	1%	3%	-1	0%	-1%	-3%	4%	-13%	1%
COc1ccc(N(C)S(=O)(=O)c2cccc(C(=O)N3CCN(S(=O)(=O)c4ccc(C)cc4)CC3)c2)cc1	-4%	-21%	-1%	-14%	3	-3%	1%	0%	-28%	-35%	-6%
CCOC(=O)c1c(NC(=O)CN2CCC(C)CC2)sc(C)c1C	-9%	15%	0%	-6%	13	0%	-9%	-1%	?	-20%	-2%
CCC1CCCCN1CCCNC(=O)c1ccc(N2CCCC2=O)cc1 (centres undefined)	0%	-11%	-1%	2%	0	-3%	-1%	4%	?	13%	-11%
CC(C)CCNC(=O)C(c1cccs1)N(CC1CCCO1)C(=O)Cn1nnc2ccccc21 (centres undefined)	/	-4%[0.365 µM]	-18%	14%	-1	0%	3%	-7%	?	0%	2%
N#Cc1ccc(CN2CCN(C(=O)c3cc(Cl)c4c(c3)OCCO4)CC2)cc1	/	/	-1%	-4%	3	-2%	1%	5%	-6%	-12%	-1%
CCOC(=O)c1cnc(SC)nc1Sc1cc(Cl)ccc1Cl	?	-31%	13%	-4%	0	-2%	-7%	-3%	10%	-5%	-1%
COc1ccc(C(=O)CCC(=O)Nc2ccc(Cl)cc2)cc1	-7%	37%	11%	3%	12	-7%	3%	-3%	-1%	-2%	7%
COc1ccc(OCCSc2nc(C)nc3ccccc23)cc1	-17%	3%	-4%	-4%	3	-3%	?	0%	?	0%	-7%
CC(NCc1ccccc1Cl)C(=O)Nc1ccc(S(=O)(=O)N2CCCC2)cc1 (centres undefined)	-3%	1%	-9%	0%	7	-3%	2%	-9%	-7%	-13%	-10%
COc1ccc(-c2csc(NC(=O)c3ccc(N4C(=O)CCC4=O)cc3)n2)cc1OC	-1%	-1%	3%	0%	-1	-6%	?	10%	11%	17%	-2%
O=C(/C=C/c1ccccc1)NNC1=NS(=O)(=O)c2ccccc21	-6%	-7%	4%	2%	1	-2%	24µM*	7%	15%	0%	10%
Cc1cccc(/C(N)=N/OC(=O)Cc2ccccc2)c1	0%	31%	5%	?	13	14%	15µM*	4%	?	88%	20%
Cc1ccc(C)c(-c2csc(-c3cccnc3)n2)c1	-7%	-20%[1.91 µM]	?	-3%	11	8%	?	2%	16%	-4%	0%
Nc1nonc1C(=O)N/N=C/c1ccc(-c2cccc([N+](=O)[O-])c2)o1	2%	-17%	2%	3%	-1	0%	?	2%	?	3%	3%
O=C(NCCN1C(=O)S/C(=C\c2cccnc2)C1=O)c1ccc(S(=O)(=O)N2CCCC2)cc1	-3%	9%	-1%	0%	-1	2%	-8%	-5%	-5%	-7%	-1%
CC1CCCCN1CCCNC(=O)CN1C(=O)c2cccnc2Oc2ccc(Cl)cc21 (centres undefined)	?	-24%	0%	-1%	1	1%	-2%&2%	3%	-4%	-34%	1%
O=C(NCCO)Nc1ccc(Cl)cc1	-3%	8%	20%	-2%	0	3%	7%	-27%	-3%	0%	-3%
CCCCn1c(N)c(N(CCC(C)C)C(=O)c2ccc([N+](=O)[O-])s2)c(=O)[nH]c1=O	/	/	-1%	-4%	1	3%	-3%	18%	-3%	-42%	0%
O=C(NCC1CCCO1)c1cccc(N2C(=O)C3C4C=CC(C4)C3C2=O)c1 (centres undefined)	3%	11%	-2%	0%	4	3%	3%	-1%	2%	0%	-3%
O=C1C(=O)N(CCCN2CCOCC2)C(c2cccs2)/C1=C(/O)c1ccc2c(c1)OCO2 (centres undefined)	2%	28%	5%	0%	-1	0%	-5%	3%	-5%	/	2%
CC(C)(C)OC(=O)N[C@@H](CC(=O)OCc1ccccc1)C(=O)O	-8%	0%	0%	2%	1	-1%	3%	-6%	-4%	12%	-8%
O=C(/C=C/c1ccc(S(=O)(=O)N2CCOCC2)cc1)NCCc1ccc(C(F)(F)F)cc1	/	/	2%	-2%	5	-4%	4%	-5%	?	-14%	-9%
Cc1noc(C)c1CSCC(=O)Nc1nc(-c2ccc(F)c(F)c2)cs1	/	/	1%	-4%	6	2%	-1%	-22%	?	-89%	-5%
COc1ccc(CCNC(=O)COC(=O)CCC(=O)c2cccs2)cc1OC	/	/	7%	0%	/	/	/	-2%	?	-28%	/
CC(NC(=O)COC(=O)C1CCN(c2ccc(C(F)(F)F)cn2)CC1)c1ccc(Br)cc1 (centres undefined)	5%	33%	-9%	17%	7	-4%	1%	-5%	9%	0%	-3%
CCN=C1S/C(=C\c2cc(OCC)c(O)cc2Br)C(=O)N1CC	-19%	?	-5%	-4%	8	-5%	3%	-9%	18µM*	-71%	2%
COCc1c(C(=O)N2CCN(c3ccccc3C)CC2)oc2ccccc12	/	/	-1%	-10%	/	/	/	-4%	?	-21%	/
C/C(=N/NC(=O)CNC(=O)c1cccnc1)c1cccc([N+](=O)[O-])c1	-3%	22%	3%	-2%	-6	0%	-2%	-7%	7%	-20%	-3%

Following part
smiles	VP16 counter	RORgamma inh	p53 reactivation	ELG1 genotox	TRPV1 agonist	NPC1 promoter act	FLuc modulator	Tb PFK block	ELG1 DNA repair	BRCA1 expr up	Rab9 promoter act
CN(CCO)c1cc(NCCCN2CCC(Cc3ccccc3)CC2)c2nonc2c1[N+](=O)[O-]	-9%	-2%	0%	-1%	-3	-5%	-2%	4%	-12%	-4%	-7%
Cc1cccc(/C=N/Nc2ccc3ccccc3n2)c1	6.3µM*	2.8µM*	-10%	0.23µM*	11	?	0.076µM*	2%	?	-77%[inhibitor]	?
CC(C)CCC(CCN1CCOCC1)c1ccc2c(c1)OCO2 (centres undefined)	?	?	1%	0%	10	-16%	-1%	-9%	-3%	-16%	-3%
COc1ccc(CNC(=S)Nc2cc(C)cc(C)c2)cc1	13µM*	4µM*	-14%	0%	21	1%	-1%	-2%	-13%	15%	0%
COc1ccc(CCNC(=O)CC2COc3ccccc3O2)cc1OC (centres undefined)	-1%	9%	-16%	-1%	10	2%	1%	1%	-16%	-20%	2%
CCN(CC(=O)Nc1c(F)cccc1F)C(=O)CSc1ccc(F)cc1	/	/	-7%	1%	1	0%	-2%	-13%	-5%	-10%	-1%
Cc1ccc(N2CC(C(=O)NCc3ccccn3)CC2=O)cc1 (centres undefined)	7%	12%	-1%	4%	-1	-1%	2%	7%	-1%	26%	7%
COc1ccc(CNC(=O)C2CCC(CNS(=O)(=O)c3ccccc3)CC2)cc1 (centres undefined)	-2%	29%	-5%	-6%	5	3%	-1%	3%	?	4%	-1%
O=C(Nc1ncnc2c1C(c1ccccc1)c1c(ccc3ccccc13)O2)c1ccccc1 (centres undefined)	/	/	-5%	-6%	/	/	/	-2%	?	-70%	/
O=C(O)CN1C(=O)/C(=C\c2cn(-c3ccccc3)nc2-c2ccccc2)SC1=S	-5%	-20%	1%	-3%	1	-6%	?	-12%	-2%	0%	5%
COC(=O)c1ccc(Nc2c([N+](=O)[O-])ccc3nonc23)cc1	8%	-6%	3%	-1%	-1	0%	1%	0%	0%	2%	-8%
COc1ccc2c(-c3ccccc3)cc(=S)[nH]c2c1	?	1µM*	-2%	-5%	7	-1%	-3%	-1%	1%	-12%	0%[1.84 µM]
COc1cccc(NC(=O)CN(C)C(=O)c2ccc(COc3ccccc3)o2)c1	/	/	-3%	0%	0	?	-4%	-3%	-19%	24%	0%
Cc1ccc(/C=C/C(=O)NCCc2ccccc2)o1	-19%	-58%	/	?	25	?	17µM*	-14%	?	?	?
Cc1ccc(S(=O)(=O)N(C(=O)c2ccco2)c2cc3sc(=O)oc3c3ccccc23)cc1	?	-39%	-18%	-10%	7	6%	1%	-19%	?	-36%	22%
CN(Cc1ccccc1)C(=O)COC(=O)c1ccc[nH]c1=O	/	/	7%	-1%	/	/	/	0%	20%	6%	/
O=C(NCc1csc(-c2cccs2)n1)Nc1ccc(F)cc1F	-7%	20%	-4%	-2%	?	-2%	1%	1%	-4%	-2%	-3%
COc1ccc(C2(c3ccc(OC)cc3)NC(=O)N(CC(=O)Nc3ccccc3C)C2=O)cc1	-2%	-24%	6%	-1%	4	5%	-16%	-2%	12%	-21%	-3%
O=C(CNS(=O)(=O)c1ccc(F)cc1)N1CCN(c2ccc(F)cc2)CC1	7%	16%	-4%	-4%	-6	-1%	0%	-1%	-20%	-20%	-3%
